TDP43 rescue = inhibitors of TDP-43 toxicity in yeast; TDP-43 expressing yeast growth rescue, BacTiter-Glo, 24 h; 410,000 compounds, 1.8% hits; AID 652104; Potency, µM (titrated, usually from 46.1 µM), for inactives: at the top dose growth rescue (activation), usual class: activators; note: potency is the fitted concentration of half-maximal effect; % of control where 0% means no effect; nearly all actives have a fitted effect of over 50% in size
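Yeast cells expressing TDP-43 under galactose induction are exposed to compounds for 24 hr at 30 deg C. BacTiter-Glo luminescence measures growth, so protective compounds score as activators.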
D3 antag = blocks the human D3 dopamine receptor; P35462; max response, negative = inhibition, %; 360,000 compounds, 2.5% hits; D3R cells, DiscoveRx beta-arrestin luminescence, antagonist mode; active compounds read low; in the data active = max response below about -50%; inconclusive = no clear call, values can overlap the other calls; note: % is set by controls: 0 for no effect and ±100 for the full control effect; mostly tested at two doses, the higher about 12 µM
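Cells plated overnight at 1500 cells/well, then exposed to library compounds with dopamine controls for 90 minutes at 37 degrees C. DiscoveRx reagent added for 30–60 minutes at room temperature; luminescence read, quantitative HTS format.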
aSyn rescue = inhibitors of alpha-synuclein toxicity in yeast | Yeast expressing alpha-synuclein, growth rescue, BacTiter-Glo, 24 h | Potency, µM (top dose mostly 46.1 µM), for the others: at the highest dose growth rescue (activation), actives largely listed as activators | 370,000 compounds, 0.14% hits | AID 652106; note: potency is the fitted concentration of half-maximal effect; % of control where 0% means no effect; nearly all actives have a fitted effect of over 65% in size
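Screening used galactose-induced yeast with toxic alpha-synuclein levels, exposed to compound for 24 hr at 30 deg C. Cell growth, read with BacTiter-Glo luminescence, gave the measured signal.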
GLP1R ag = agonists of human GLP-1 receptor; P43220; HEK293 GLP-1R CRE-luciferase, luminescence, 4-6 h; cells express a hypersensitive GLP-1R form; Potency, µM (doses to about 45.6 µM), for the others: at the highest dose activation, usual class: activators; 380,000 compounds, 0.007% hits; AID 624172; note: potency is the fitted concentration of half-maximal effect; % of control where 0% means no effect
Target sequence (P43220 whole entry, looked up): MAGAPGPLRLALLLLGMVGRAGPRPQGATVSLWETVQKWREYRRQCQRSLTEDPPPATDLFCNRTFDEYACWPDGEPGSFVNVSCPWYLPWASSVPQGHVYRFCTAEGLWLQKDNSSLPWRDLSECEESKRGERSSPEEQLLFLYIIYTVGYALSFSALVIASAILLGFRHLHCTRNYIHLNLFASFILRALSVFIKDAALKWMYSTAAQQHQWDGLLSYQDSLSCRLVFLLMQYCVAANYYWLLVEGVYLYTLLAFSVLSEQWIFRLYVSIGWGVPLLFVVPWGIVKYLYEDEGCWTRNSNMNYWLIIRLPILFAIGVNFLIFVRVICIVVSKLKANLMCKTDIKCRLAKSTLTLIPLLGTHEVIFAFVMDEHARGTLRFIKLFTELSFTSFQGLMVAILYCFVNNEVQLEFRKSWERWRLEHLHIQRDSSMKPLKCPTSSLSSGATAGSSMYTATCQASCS
GLP1R inv ag = inverse agonists of human GLP-1 receptor | AID 624417 | P43220 | 410,000 compounds, 1.6% hits | HEK293 GLP-1R CRE-luciferase, luminescence, 24 h; GLP-1R form is constitutively active | Potency, µM (series often up to 38.3 µM), without a hit: top-dose activity change, negative = inhibition, hits mostly inhibitors; note: potency is the fitted concentration of half-maximal effect; % is set by controls: 0 for no effect and ±100 for the full control effect; nearly all actives have a fitted effect of over 55% in size
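GLP-1R inverse agonism mode: basal reporter luminescence in engineered HEK293 cells measured after one day of compound exposure at 37 deg C, with a 12 min room-temperature detection step.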
KB-V1 MDR tox = KB-V1 MDR subline cytotoxicity. KB-V1 MDR cells viability, CellTiter-Glo, 72 h. Potency, µM (doses to about 46.1 µM), without a hit: at the top dose activity change, negative = cytotoxicity, hits mostly cytotoxic. 400,000 compounds, 3.4% hits; note: potency is the fitted concentration of half-maximal effect; % is set by controls: 0 for no effect and ±100 for the full control effect; nearly all actives have a fitted effect of over 60% in size
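Drug-selected KB-V1 cells, grown in DMEM lacking phenol red with 10% FBS, receive compound titrations; after three days at 37 degrees C, surviving cell ATP is quantified by CellTiter-Glo luminescence and responses normalized and curve-fitted.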
GLP1R cytotox = cytotoxicity counter-screen for GLP-1 receptor inverse agonists; HEK293 cAMP-luciferase reporter cells, luminescence, 24 h; Potency, µM (doses to about 38.3 µM), inactives show at the highest dose activity change, negative = inhibition, hits mostly inhibitors; 410,000 compounds, 0.13% hits; AID 624418;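 note: loss of luciferase light is scored as toxicity; potency is the fitted concentration of half-maximal effect; % is set by controls: 0 for no effect and ±100 for the full control effect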
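Compound-treated cells are incubated 24 hr at 37 deg C under 5% CO2 after a 12 hour attachment period, then luciferase detection reagent is added and luminescence is measured following 12 min at room temperature; lowered signal indicates toxicity.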
D3 ag = D3 dopamine receptor (human) agonism. D3R DiscoveRx beta-arrestin cells, luminescence, 90 min. max activation, %. 410,000 compounds, 0.58% hits. AID 652048; in the data active = max activation above about 30%; note: 0% is about no effect; mostly tested at two doses, the higher about 12 µM
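Cells at 1500/well, incubated overnight, then treated with pinned compounds (dopamine as control) for 90 min at 37 degrees C. DiscoveRx reagent added for 30 - 60 minutes at room temperature; luminescence read.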
PTHR1 agonist = activates the human parathyroid hormone receptor PTHR1; 410,000 compounds, 0.075% hits; Potency, µM (series often up to 115 µM), for the others: top-dose activation, most hits filed as activators; HEK293 GP2 PTHR1 cells, GloSensor cAMP luminescence, 1 h; AID 743266; Q03431; note: potency is the fitted concentration of half-maximal effect; nearly all actives have a fitted effect of over 55% in size; some results filed as inactive show a strong effect at the top dose; inactives centre near -15; many of its hits are not listed in these tables
Target sequence (Q03431 whole entry, looked up): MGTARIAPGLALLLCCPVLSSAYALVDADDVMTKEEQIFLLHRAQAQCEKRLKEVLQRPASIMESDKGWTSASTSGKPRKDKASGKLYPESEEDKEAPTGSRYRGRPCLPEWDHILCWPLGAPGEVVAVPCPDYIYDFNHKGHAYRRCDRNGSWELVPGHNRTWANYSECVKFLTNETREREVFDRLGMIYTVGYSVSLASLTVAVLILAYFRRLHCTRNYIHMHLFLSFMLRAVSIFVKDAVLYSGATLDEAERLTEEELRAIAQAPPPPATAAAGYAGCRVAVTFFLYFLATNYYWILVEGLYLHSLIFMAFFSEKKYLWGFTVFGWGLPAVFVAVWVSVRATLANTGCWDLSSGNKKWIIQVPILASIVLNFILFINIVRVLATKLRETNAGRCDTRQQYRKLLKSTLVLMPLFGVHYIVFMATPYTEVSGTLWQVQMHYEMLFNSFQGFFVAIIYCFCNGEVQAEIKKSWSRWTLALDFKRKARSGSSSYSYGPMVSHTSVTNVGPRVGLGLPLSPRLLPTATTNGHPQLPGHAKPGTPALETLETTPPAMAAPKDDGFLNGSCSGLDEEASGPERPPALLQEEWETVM
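HEK-293-derived GP2 cells expressing PTHR1 and a GloSensor cAMP reporter, 3,000/well, plated overnight, given luciferin plus IBMX (each 0.5 mM as added) for 1 h at 37 °C, then compound for 1 h at 37 °C. Luminescence was read after 15 min at room temperature.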
* marks the source's active call; other numbers are inactive results; i = inactive; ? = inconclusive; · = no result given; & = joins results of further samples; ! = not active in a repeat; [ ] = remark or other dose. Unless noted, calls come from the whole dose curve; as a rule, active = well fitted curve in the direction sought with a large enough effect; inconclusive = small, poorly fitted or top-dose-only effect, or another doubt; inactive = no such curve, though single readings can be large; an effect the other way counts as inactive or inconclusive. The list is partial; rates above refer to the full screens.

SMILES	TDP43 rescue	D3 antag	aSyn rescue	GLP1R ag	GLP1R inv ag	KB-V1 MDR tox	GLP1R cytotox	D3 ag	PTHR1 agonist
Cc1ccc(Cn2cccc(NC(=O)c3ccco3)c2=O)cc1	2.3%	4.8	7.6%	0.8%	0.6%	?	-11.5%	-0.7	-36.0%[inhibitor]
O=C(c1ccccc1)c1ccc(OCCn2cnc3ccccc3c2=O)cc1	0.0%	5.0	6.9%	5.7%	?	?	-24.2%	1.6	-15.0%
O=C1C(Cl)=C(N2CCOCC2)C(=O)N1c1cccc(C(F)(F)F)c1	?	8.5	2.4%	-2.8%	-0.6%	?	-9.5%	-19.4	i
Cc1c(Cl)cccc1NC(=O)COC(=O)c1c2c(nc3ccccc13)CCN(Cc1ccccc1)C2	-3.6%	16.0	0.5%	-5.9%	?	2.06µM*	-9.5%	5.5	-28.1%
COc1cc(/C=C/C(=O)OCC(=O)NC(=O)NC(C)C)cc(OC)c1OC	-24.1%[9.22 µM]	-14.7	-5.6%	18.0%	27.0%	0.0%	-4.7%	3.0	-8.6%
COc1ccc(S(=O)(=O)Nc2ccc(Oc3ccsc3C(=O)O)cc2)cc1	16.1%	7.1	2.7%	-5.7%	12.9%	-4.4%	2.9%	1.1	i
Cc1nc2cc(NC(=O)NCc3ccco3)ccc2o1	-8.6%	17.3	-11.7%	-1.0%	15.7%	-2.3%	6.7%	-9.8	i
Cn1c(-n2cccc2)c(-c2c(-c3ccc(F)cc3)[nH]c3c2c(=O)[nH]c(=O)n3C)c(=O)[nH]c1=O	-10.7%	·	·	·	0.7%	·	-4.0%	-22.7	?
CC1CCN(S(=O)(=O)c2ccc(NC(=O)C3CCCCC3C(=O)O)cc2)CC1 (stereo not drawn)	-8.8%	70.3	0.8%	0.4%	5.3%	14.0%	-1.1%	15.1	i
CCOC(=O)c1c(NC(=O)CSc2nnc(Cc3ccccc3)o2)sc(C)c1C	1.6%	16.5	15.0%	16.9%	?	-16.1%	-6.2%	6.8	-0.6%[57.5 µM]
Cc1ccsc1/C=N/NC(=O)c1ccncc1	22.3%	14.1	10.8%	4.2%	?	-8.4%	?	6.3	i
COc1ccc(OCC(=O)Nc2ccc3c(c2)nc(CCN2CCN(C)CC2)n3C)cc1	?	3.4	11.4%	0.3%	25.2%	11.7%	-10.8%	-10.4	18.8%
CC(C)C[C@H]1COc2cc(N3CCSCC3)ccc2S(=O)(=O)N1	19.0%	6.2	6.2%	-3.9%	1.0%	23.0%	4.2%	5.9	i
O=C(Cc1ccc([N+](=O)[O-])cc1)N/N=C/c1ccco1	0.0%	3.0	0.0%	1.4%	9.8%	15.4%	-14.6%	3.0	-22.3%
Cn1c2c(c(=O)n(C)c1=O)C(c1cccc([N+](=O)[O-])c1)Nc1ccccc1O2 (stereo not drawn)	-16.8%	-23.6	-5.4%	2.2%	0.6%	-24.5%	7.6%	-7.9	i
COc1ccccc1-c1nc2c(c(SCc3ccc(F)cc3Cl)n1)Cc1c(CO)cnc(C)c1O2	17.5%	·	·	·	6.8%	14.8%	-2.9%	7.5	i
CC1(C)OC(=O)C(=Cc2ccc(-c3ccc(Cl)c(C(=O)O)c3)o2)C(=O)O1	17.3%	9.1	0.6%	1.5%	5.4%	6.0%	-2.3%	2.3	i
Cc1ccc(NC(=O)/C(C#N)=C/c2ccccc2C(F)(F)F)cc1	6.9%	2.2	-0.8%	3.9%	-8.9%	0.0%	-3.8%	-7.8	-18.8%
Cc1ccc(C)c(CNC(=O)Nc2ccccc2)c1	5.8%	-4.8	8.9%	12.2%	?	11.4%	-12.8%	8.3	-3.3%
O=C(c1cnc2n(c1=O)CCS2)N(c1ccccc1)C1CCCCC1	-15.5%	7.2	-4.3%	2.4%	10.2%	-1.5%	-14.4%	-0.1	-3.0%[57.5 µM]

Ordered by count of non-hydrogen atoms (highest first): part of the list above
SMILES	TDP43 rescue	D3 antag	aSyn rescue	GLP1R ag	GLP1R inv ag	KB-V1 MDR tox	GLP1R cytotox	D3 ag	PTHR1 agonist
COc1ccccc1-c1nc2c(c(SCc3ccc(F)cc3Cl)n1)Cc1c(CO)cnc(C)c1O2	17.5%	·	·	·	6.8%	14.8%	-2.9%	7.5	i
O=C(c1cnc2n(c1=O)CCS2)N(c1ccccc1)C1CCCCC1	-15.5%	7.2	-4.3%	2.4%	10.2%	-1.5%	-14.4%	-0.1	-3.0%[57.5 µM]
Cc1ccc(C)c(CNC(=O)Nc2ccccc2)c1	5.8%	-4.8	8.9%	12.2%	?	11.4%	-12.8%	8.3	-3.3%

Further structures follow:
SMILES	TDP43 rescue	D3 antag	aSyn rescue	GLP1R ag	GLP1R inv ag	KB-V1 MDR tox	GLP1R cytotox	D3 ag	PTHR1 agonist
CN1CCN(C(=O)c2cnn(-c3ccccc3)c2NC(=O)c2ccc(Br)cc2)CC1	8.2%	-3.3	-6.0%	-6.1%	0.5%	-26.1%	5.4%	-2.3	i
CCn1cc(S(=O)(=O)c2cc(C)cc(C)c2)c(=O)c2cc(F)c(N3CCCC3)cc21	18.3%	·	·	·	12.1%	·	-5.1%	-6.0	18.2%
CCOC(=O)N1CCc2c(sc3c2c(=O)n(Cc2ccccc2)c(=O)n3Cc2cccc(C)c2)C1	11.9%&16.4%	-9.6	-12.6%	7.7%	10µM*!	-9.3%	2.6%&4.7%	-2.7&-1.6	-14.2%
COc1cc(C(=O)Nc2ccc(OCc3cc(=O)n4cccc(C)c4n3)cc2)cc(OC)c1OC	-8.2%	·	·	·	38.2%[activator]	-3.2%	-17.3%	7.2	-26.7%
COCCNC(=O)CSc1cc(-c2ccccc2)c2ccc(OC)cc2n1	?	-24.5	0.7%	10.3%	?	?	3.7%	-12.3	-12.8%
COC(=O)c1cnc(N)s1	-17.3%	0.9	-2.7%	6.7%	10.0%	15.2%	-3.6%	-1.1	i
C/C(=N/NC(=O)c1cn(-c2cccc(C)n2)cn1)c1ccc(C)cc1	13.8%	21.1	-4.8%	0.4%	4.6%	2.3%	10.4%	-3.8	-12.5%[57.5 µM]
CCC(C)NC(=O)c1cc2cc3ccc(OC)cc3nc2s1 (stereo not drawn)	27.2%	9.9	0.5%	-4.5%	0.0%	?	-5.9%	-4.8	-33.8%
COc1ccc(/C=N/NC(=O)c2ccc(NC(C)=O)cc2)cc1COc1ccc(F)cc1F	9.2%	-8.2	-4.1%	9.5%	0.5%	2.7%	0.7%	1.3	i
CCOc1ccc(C(=O)NC(=S)Nc2ccccc2OC)cc1[N+](=O)[O-]	19.6%	-24.3	-6.1%	-0.3%	22.4%	?	-6.3%	-1.0	i
CC1=C(Sc2nc3ccccc3[nH]2)C(=O)NC(C)(C)C1	7.1%	-1.5	-0.6%	4.8%	24.9%	1.5%	-6.1%	1.3	i
CN1CCC2CC1c1cc(-c3ccc(C(F)(F)F)cc3)ccc12 (stereo not drawn)	0.3%	40.7	-3.2%	-5.9%	?	-7.2%	1.0%	4.4	i
CC1(C)CC(=O)C/C(=N\NC(=O)C2CC23CCC3)C1 (stereo not drawn)	-14.9%	4.8	-16.3%	-0.9%	18.8%	-4.4%	-3.9%	-7.0	i
Fc1cccc2sc(N3CCCCC3)nc12	3.5%	-4.3	8.5%	8.8%	1.8%	-5.6%	2.5%	-9.6	-6.7%
O=C(O/N=C1\CCS(=O)(=O)c2sccc21)c1c(F)cccc1F	15.0%	-12.2	-1.0%	2.2%	2.2%	-6.4%	21.0%	-3.1	-2.9%
O=C(NCCCN1CCOCC1)c1cccnc1SCc1ccccc1Cl	14.5%	-0.3	5.2%	-1.4%	7.1%	-4.4%	-14.8%	-5.0	-23.3%
CC(C)CN(C(=O)COc1ccc([N+](=O)[O-])cc1)c1c(N)n(CC(C)C)c(=O)[nH]c1=O	5.2%	-21.5	-2.8%	-2.2%	-5.7%	-13.7%	-5.7%	-2.6	?
Cc1ccc(NCc2nnc(SCC(=O)O)n2-c2ccc(C)cc2)cc1	-0.7%	-11.7	-5.5%	-0.2%	2.5%	18.7%	-4.0%	-1.9	i
COc1cccc(C(=O)NNC(=O)c2cccnc2)c1	-16.4%	6.3	-3.9%	-1.0%	15.5%	15.1%	-5.2%	5.6	i
CC(=O)NC1(C(F)(F)F)C(=O)Nc2c1c(=O)[nH]c(=O)n2CCc1ccccc1 (stereo not drawn)	8.1%	-3.5	-1.4%	-7.2%	1.9%	15.6%	7.4%	10.6	i
COC(=O)c1cc(Cl)c(NC(=O)Cc2ccccc2)cc1OC	29.4%	2.4	6.5%	13.7%	-19.4%[0.307 µM]	?	-5.7%[0.307 µM]	0.4	-1.4%
NC(=O)CN1C(=O)C2(SCC(=O)N2c2cccc(F)c2)c2ccccc21 (stereo not drawn)	22.0%	·	-9.6%	-0.3%	0.3%	-7.7%	0.3%	1.5	-11.4%
COc1ccc(Nc2ncc(F)c(N3CCOCC3)n2)cc1	23.1%	22.5	5.7%	-0.2%	?	-10.7%	15.3%	13.8	-20.5%
CSCCC1NC(=S)N(Cc2ccccc2)C1=O (stereo not drawn)	17.9%	-7.0	3.7%	18.6%	10µM*	1.2%	-22.7%	-0.9	i
COc1ccc(S(=O)(=O)N2CCCOC2CNC(=O)C(=O)NCc2ccccc2F)cc1C (stereo not drawn)	-17.6%	4.7	7.9%	-4.2%	?	?	-11.0%	3.7	i
O=C(COC(=O)c1ccc(S(=O)(=O)NCc2ccco2)cc1)NC1CCCCC1	7.5%	-10.2	0.2%	4.5%	13.9%	27.3%	15.0%	4.4	i
O=C(C1COc2ccccc2O1)N1CCN(c2ccccc2Cl)CC1 (stereo not drawn)	?	-15.2	9.8%	9.9%	-11.3%	-2.5%	-9.9%	-13.4	-36.7%[inhibitor]
COc1ccccc1CNC(=O)c1ccc(Nc2nc3ccccc3n3nnnc23)cc1	12.2%	·	·	·	14.2%	6.3%	-5.1%	10.8	3.5%
COc1ccc(S(=O)(=O)N2CCOCC2)cc1NC(=O)CN1C(=O)CN(C)C1=O	23.3%	3.7	2.0%	3.2%	8.8%	-4.3%	4.8%	7.1	-17.2%
